# SV40 large T antigen – TAg ATPase/helicase activity blockers – biochemical (AID 1903); SV40 large T antigen ATPase/helicase inhibition assay; higher % means a stronger effect; inhibition, % at 20 µM, or IC50 in µM where a hit was titrated; 0.39% of 310,000 active; in the data active = a potency from the dose series; inconclusive = inhibition mostly from about 32% at the one dose, without a potency; inactive = the rest, 99 in 100 with inhibition below about 32%; also: strong numbers were not always called active
# GPR35 antagonists – inhibition of zaprinast-stimulated GPR35 beta-arrestin translocation – imaging, U2OS, beta-arrestin-GFP, zaprinast agonist, primary screen (AID 2058). U2OS GPR35 beta-arrestin-GFP translocation imaging, zaprinast antagonism; higher % means a stronger effect. one-dose inhibition, % at 10 µM; IC50 in µM for titrated hits. 0.052% of 290,000 active;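 active = inhibition of at least 50% with at least 30 cells and total cytoplasm GFP at most 10,000,000; inconclusive = under 30 cells or total GFP of 10,000,000 plus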
# T cell modulator – T cell immune modulators affecting CD8 T cell-vesicle binding | calls only at 7 µM | 0.068% of 330,000 active | 2C CD8+ T cell-vesicle binding, flow cytometry; stronger effect = lower value;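 active = response, share of CD8 T cells binding vesicles, and their 90th percentile fluorescence all below set limits, cut at about 80% in these data, passing the limit was not always enough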
#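 Test system: purified 2C TCR transgenic mouse naive CD8+ T cells. Probe or stimulus: QL9-peptide-loaded Drosophila micro-vesicles bearing Ld, ICAM-1 and B7-1. Incubation: binding step 1.5 h, 37 °C, antibody labelling 20 min, ice. Measured by: flow cytometry of vesicle-bound cells.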
# GPR55 LPI antagonism – inhibition of LPI-stimulated GPR55 beta-arrestin translocation – imaging, U2OS, beta-arrestin-GFP, LPI agonist, primary screen (AID 2013); U2OS GPR55 beta-arrestin-GFP translocation imaging, LPI antagonism; higher % means a stronger effect; 0.13% of 290,000 active; one-dose inhibition, % at 10 µM; IC50 in µM for titrated hits;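 active = spots per cell inhibited over 60%, with over 100 cells counted and total cytoplasm intensity under 500,000; inconclusive = wells with under 100 cells, flagged as likely toxic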;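 also: U2OS cells stably carrying GPR55 and arrestin-GFP stimulated by 5 µM LPI near EC80; imaged beta-arrestin-GFP aggregate spots per cell after agonist stimulation; plate controls were LPI-stimulated DMSO wells for no effect and DMSO wells without LPI for full effect; some results filed as inactive read as strong as hits; confirmed hits need IC50 under 10 µM and bright autofluorescent wells are also inconclusive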
# NTR1 agonist – NTR1-driven beta-arrestin-GFP spot formation – imaging, U2OS cells, high content, primary screen (AID 493036); activation, % at 20 µM; agonist mode; P30989; 0.17% of 330,000 active;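 active = activation at or above 40% of the spot to cytoplasm intensity ratio, with at least 20 cells analyzed; inconclusive = wells under 20 cells, flagged as cytotoxic or low count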;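 also: 0% = DMSO without peptide and 100% = 100 nM NTR1 peptide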
# Target sequence (P30989 whole entry, looked up): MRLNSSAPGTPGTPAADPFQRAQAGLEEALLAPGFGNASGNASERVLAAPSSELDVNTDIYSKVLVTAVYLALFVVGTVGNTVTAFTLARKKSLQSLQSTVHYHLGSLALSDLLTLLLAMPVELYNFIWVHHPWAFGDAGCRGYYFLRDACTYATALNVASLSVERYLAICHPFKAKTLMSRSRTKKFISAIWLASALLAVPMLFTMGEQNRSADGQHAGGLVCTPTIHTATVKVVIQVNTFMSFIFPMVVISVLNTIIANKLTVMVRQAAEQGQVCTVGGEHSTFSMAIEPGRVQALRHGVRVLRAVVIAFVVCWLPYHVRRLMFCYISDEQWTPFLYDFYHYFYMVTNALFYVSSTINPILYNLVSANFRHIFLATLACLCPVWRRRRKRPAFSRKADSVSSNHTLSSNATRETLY
# LYP phosphatase – PTPN22 lymphoid phosphatase activity blockers – biochemical, fluorescence intensity, uHTS (AID 1779) | recombinant LYP phosphatase, fluorescence intensity; higher % means a stronger effect | one-dose inhibition, % at 11.5 µM; IC50 in µM for titrated hits | 0.054% of 290,000 active; in the data active = inhibition above about 50%;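 also: plate controls were vehicle with enzyme for no effect and no enzyme for full effect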
# Hep lipid drop – hepatic lipid droplet formation modulation; AML12 mouse hepatocytes, oleate lipid droplets, BODIPY imaging; inhibition, % at 6.5 µM; 0.4% of 240,000 active; AID 1656;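 active = lipid droplet intensity inhibited by at least 50%, with more than 500 cells counted; inconclusive = wells with under 300 cells, treated as cytotoxic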
#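 material = mouse AML12 hepatocyte cell line, fixed after treatment | also added = 100 µM oleic acid challenge | doses = compound at 6.5 µM only | schedule = overnight exposure | technique = Image-based BODIPY and DAPI two-channel analysis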
# GPR55 beta-arrestin – GPR55 agonists via beta-arrestin recruitment, primary screen, imaging, U2OS cells, beta-arrestin-GFP redistribution (AID 1961); U2OS GPR55 beta-arrestin-GFP redistribution imaging; higher % means a stronger effect; activation, % at 10 µM; hits with a dose series show EC50 in µM; 0.048% of 290,000 active;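 active = activation above 40% with more than 50 cells counted in the well; inconclusive = wells holding fewer than 50 cells, flagged as toxic or sparse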;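 also: U2OS osteosarcoma cells stably expressing GPR55 and beta-arrestin-GFP; plate controls were DMSO negative control for no effect and LPI positive control for full effect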
# MgcRacGAP inhibition – MgcRacGAP GTPase-activating activity inhibitors, confirmation, biochemical, ADP Hunter fluorescence; AID 624330; inhibition, % at 30 µM, or IC50 in µM where a hit was titrated; 0.6% of 340,000 active; MgcRacGAP-stimulated Rac1 GTP hydrolysis, ADP Hunter fluorescence; higher % means a stronger effect; GST-tagged Rac1 F28L mutant substrate;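 active = first-screen hits whose inhibition reached a set limit at any dose in the follow-up dose series; inconclusive = inhibition above the set first-screen limit but never retested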;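 also: fluorescence reports GDP produced by GAP-driven GTP hydrolysis; strong numbers were not always called active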
# Hep lipid drop cells 6.5 µM – further read-out of Hep lipid drop, marked with its call; cell count; measured here: cell count, cytotoxicity flag;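 cells counted across two imaged fields per well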
# T cell modulator vesicle-bound % – second read-out of T cell modulator, no call of its own (marks repeat the call); double positive events, %; measured here: CD8+ vesicle-bound cell fraction;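 binding gate set so that unloaded-vesicle control wells show 10% double positive cells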
# NTR1 agonist cell count 20 µM – also measured in NTR1 agonist; calls as there; cell count; measured here: cell count, cytotoxicity flag
# * = called active by the depositor; i = inactive; ? = inconclusive; / = no result given.
# Value order – Hep lipid drop cells 6.5 µM	NTR1 agonist cell count 20 µM	GPR35 antagonists	T cell modulator	Hep lipid drop	MgcRacGAP inhibition	SV40 large T antigen	T cell modulator vesicle-bound %	NTR1 agonist	GPR55 beta-arrestin	LYP phosphatase	GPR55 LPI antagonism
COc1ccc(OC)c(C(C(=O)NC2CCCCC2)N(C(=O)c2ccccn2)c2cccnc2)c1 (centres undefined)
  785	46	-13%	i	9	-1%	2%	53	-1.1	-0.3%	-11%	-5%
CN(Cc1cnn(C)c1)C(=O)C1CCC(=O)N(Cc2ccc(Cl)cc2)C1 (centres undefined)
  596	65	-1%	i	-74	5%	11%	29	0.9	0.0%	-3%	5%
O=C(Nc1ccc(N2CCCC2)cc1)C(Cl)c1ccccc1 (centres undefined)
  /	61	11%	i	/	?	19%	58	2.2	0.3%	-2%	-5%
O=C(c1ccccc1)N1CCN(CC(O)COc2ccc(Br)cc2)CC1 (centres undefined)
  794	64	13%	i	0	1%	0%	53	-0.6	-0.1%	-14%	4%
CNc1nc(-c2ccccc2)nc(-c2ccccc2)c1C#N
  695	34	-3%	i	-4	11%	-6%	18	0.1	-0.2%	4%	2%
Cc1ccc(-n2ncc3c(SCc4ccccc4)ncnc32)cc1
  669	48	2%	i	-8	5%	4%	31	2.9	-0.5%	-3%	7%
Cc1ccc(-c2c(NCCc3ccccc3)c(=O)c2=O)cc1
  844	47	-20%	i	-17	6%	5%	18	2.4	-0.1%	0%	0%
O=C(Nc1ncn[nH]1)c1ccc([N+](=O)[O-])cc1[N+](=O)[O-]
  /	56	-2%	i	/	6%	-1%	14	-1.0	0.0%	-6%	-17%
CCn1c(SCC(=O)Nc2cc(NC(C)=O)ccc2OC)nnc1-c1cccnc1
  731	43	-5%	i	-8	5%	0%	18	0.4	0.2%	-7%	-2%
CCC(CC)c1nnc(NC(=O)c2cc([N+](=O)[O-])ccc2N2CCCCC2)s1
  769	83	3%	i	-64	11%	16%	60	5.5	-0.3%	-4%	20%
COc1ccc(Br)cc1CN(C)CC(=O)Nc1cc(Cl)cc(Cl)c1
  410	51	2%	i	-36	11%	8%	62	8.9	0.6%	0%	12%
N#Cc1ccc(-c2ccccc2)nc1SCC(=O)c1cc2ccccc2oc1=O
  619	28	-12%	i	4	-4%	3%	44	-1.5	-0.2%	6%	-1%
CCN(CC)c1ccc(Nc2nc(N3CCOCC3)c3ccccc3n2)cc1
  692	58	17%	i	-37	?	?	28	7.7	0.0%	-2%	9%
NC(=O)C1CCN(C(=O)COc2ccc3c(c2)oc(=O)c2ccccc23)CC1
  /	86	2%	i	/	6%	2%	21	-0.3	2.0%	-19%	0%
CN(C)c1ccc(NC(=O)c2ccc3nc[nH]c3c2)cc1
  822	92	1%	i	4	22%	7µM*	56	0.1	0.0%	-8%	6%
COc1cccc(/C(O)=C2/C(=O)C(=O)N(Cc3ccco3)C2c2ccncc2)c1 (centres undefined)
  /	63	12%	i	/	11%	4%	24	-2.7	-0.1%	-6%	8%
Cc1cccc(C(=O)N[C@H](C(=O)NCCc2ccc(Cl)cc2)C(C)C)c1
  736	38	-8%	i	-16	5%	9%	42	-1.8	-0.2%	-11%	6%
O=C(Nc1nc2ccccc2[nH]1)c1ccc(F)cc1
  /	66	1%	i	/	5%	7%	29	-1.7	0.4%	-1%	34%
CCCc1sc(N2CCCC(C(N)=O)C2)nc1-c1ccccc1 (centres undefined)
  /	75	-14%	i	/	7%	5%	32	0.1	-0.5%	2%	5%
COc1ccc(S(=O)(=O)N(C(=O)c2ccco2)c2cc3sc(=O)oc3c3ccccc23)cc1
  568	39	-10%	i	1	29%	?	7	2.6	0.3%	8%	0%
COc1cc(C2C(N3C(=O)c4ccccc4C3=O)C(=O)N2c2cccc(C)c2)cc(OC)c1OC (centres undefined)
  528	/	-20%	/	1	/	-1%	/	/	-0.2%	-9%	3%
Cc1ccc(S(=O)(=O)NCC2CCC(C(=O)N3CCOCC3)CC2)cc1 (centres undefined)
  797	95	-2%	i	6	5%	0%	27	-0.6	-0.2%	-6%	0%
CCOC(=O)Cn1c(=O)oc2cc(S(=O)(=O)N(CCN(C)C)Cc3ccccc3)ccc21
  /	49	4%	i	/	7%	0%	18	0.4	0.3%	-7%	4%
CC(C)NC(=O)NC(=O)COC(=O)/C=C/c1ccc2c(c1)OCO2
  644	58	0%	i	-8	-2%	9%	19	-1.7	-0.1%	-4%	4%
c1ccc(COc2ccc(OCCN3CCCC3)cc2)cc1
  660	75	1%	i	3	5%	9%	48	-1.5	0.6%	2%	9%
CCCNC(=O)Nc1cc(OC)c(OC)cc1Cc1nccc2cc(OC)c(OC)cc12
  780	106	-9%	i	-3	6%	-1%	30	-0.3	-0.2%	-8%	-5%
Cc1cc(=O)n2[nH]c(=O)c(N=Nc3ccccc3)c2[nH]1
  /	32	6%	i	/	14%	35%	36	1.1	0.6%	7%	1%
CN(c1ccccc1C(=O)N1CCN(c2ccccc2)CC1)S(C)(=O)=O
  723	56	-14%	i	-2	6%	24%	33	0.1	-0.4%	-5%	-6%
O=C(NCc1n[nH]c(=S)n1-c1cccc(C(F)(F)F)c1)c1ccco1
  825	52	14%	i	9	-5%	7%	9	-1.2	0.3%	-11%	6%
O=C(OCc1ccccc1F)c1cc2ccccc2cc1O
  751	61	9%	i	3	16%	8%	58	4.0	0.5%	-11%	11%
Cc1ccc(S(=O)(=O)N2CCOCC2)c(C)c1NS(C)(=O)=O
  670	46	-3%	i	-2	3%	3%	13	-0.5	-0.3%	-8%	9%
COc1ccc(C(=O)N(c2ccccn2)C2CCCCC2)c(OC)c1
  689	55	2%	i	5	6%	11%	40	-1.6	-0.4%	-5%	-12%
COc1ccccc1N1CCN(C(=O)c2cc(C)on2)CC1
  845	48	-16%	i	11	7%	4%	30	-1.0	-0.1%	-5%	-8%
CC(C)N(C(=O)CSc1nnc(Cn2nnc3ccccc32)n1C)C(C)C
  769	48	6%	i	0	12%	0%	8	-0.7	-0.2%	-3%	-4%
CN(CC(=O)N1CCN(c2ccccn2)CC1)S(=O)(=O)c1cccc2nsnc12
  733	71	10%	i	-9	6%	4%	46	2.1	0.4%	3%	0%
Cc1ccc(N(CC(=O)NCC2CCCO2)C(=O)CCC(=O)Nc2ccccn2)cc1 (centres undefined)
  769	45	0%	i	-2	3%	15%	46	-1.9	-0.3%	-9%	4%
CCC(C)(C)NC(=O)Cn1c(-c2ccccc2)cc(C(C)=O)c1C
  707	74	5%	i	-14	14%	-2%	53	-2.7	-0.6%	-5%	13%
CCc1ccc(NC(=S)Nc2ccc(S(=O)(=O)Nc3ncccn3)cc2)cc1
  548	43	-20%	i	19	7%	12%	56	3.1	0.6%	-5%	15%
COc1ccccc1-n1c(-c2cc(-c3ccc(F)cc3)n[nH]2)n[nH]c1=S
  715	38	-7%	i	13	4%	8%	40	-0.6	0.1%	10%	0%
Nc1ccc(-c2nc3c(ccc4ccccc43)[nH]2)cc1
  846	48	-16%	i	37	1%	17%	44	3.6	0.3%	-24%	8%
O=C(CN1CCCCC1)Nc1ccc(S(=O)(=O)N2CCCCCC2)cc1
  /	78	-2%	i	/	5%	4%	36	1.0	-0.3%	-5%	8%
S=C(Nc1cc(Cl)ccc1Oc1ccccc1)N1CCN(c2ccccn2)CC1
  694	/	-11%	i	2	/	5%	30	/	-0.1%	-2%	-6%
COc1cccc(CNS(=O)(=O)c2c(C(=O)N3CCCCCC3)c(C)n(C)c2C)c1
  773	61	2%	i	-2	4%	3%	7	0.5	-0.2%	-12%	-4%
COC(=O)/C(=C/c1ccc(F)cc1)NC(C)=O
  659	58	10%	i	5	1%	-2%	6	0.8	0.4%	1%	-6%
CN1CCN(S(=O)(=O)c2cccc(C(=O)Oc3cccc(C#N)c3)c2)CC1
  /	74	/	i	/	9%	6%	11	1.0	/	/	/
COc1cc(Nc2cc(C)nc3ncnn23)cc(OC)c1OC
  640	53	3%	i	5	-5%	-2%	42	1.0	0.2%	-2%	2%
N#Cc1c(NC(=O)c2ccc(Cn3cc(Br)cn3)o2)sc2c1CCCCC2
  /	60	2%	i	/	11%	5%	46	10	0.0%	1%	-11%
COC(=O)c1ccccc1NC(=O)N1CCN(Cc2ccco2)CC1
  733	97	9%	i	3	8%	15%	56	-0.9	-0.8%	13%	5%
CC(=O)Nc1ccc(NC(=O)Cn2c(-c3ccc(F)cc3)cnc2SCC(=O)Nc2c(C)cccc2C)cc1
  /	55	-4%	i	/	6%	16%	39	-1.5	-0.1%	-3%	8%
CCOc1ccc(N2C(=O)C3C4C=CC([C@H]5CC45)[C@@H]3C2=O)cc1 (some centres undefined)
  411	77	1%	i	10	7%	6%	24	2.5	-0.1%	-3%	8%
CCCNS(=O)(=O)c1ccc(OC)c(Cl)c1Cl
  762	81	-8%	i	2	7%	8%	42	0.3	0.2%	-1%	-2%
CSCCC(=O)N1CCCC(N(C)CCc2ccccc2)C1 (centres undefined)
  860	52	-2%	i	-10	-3%	26%	63	-0.3	-0.1%	-7%	-7%
CC1CN(Cc2cc(=O)[nH]c(C3CC3)n2)CC(C)O1 (centres undefined)
  671	79	4%	i	-9	9%	4%	6	-2.0	-0.3%	-7%	-12%

# Screening results deposited in PubChem BioAssay by several laboratories.
